From PubChem BioAssay
ABHD5-PLIN5 inh: ABHD5-PLIN5 interaction inhibitors, primary screen, cell lysate, split luciferase complementation, luminescence; Perilipin-5 (Homo sapiens) + 1-acylglycerol-3-phosphate O-acyltransferase ABHD5 (Homo …; 0.78% of 360,000 active; Split G. princeps luciferase complementation, 4 h; inhibition, % at 4 µM; AID 602281, 2012;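 active = inhibition above the mean inhibition across every tested compound plus 3 SD, cut at about 22% in these data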;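 note: 0% = DMSO only wells and the 100% control is not disclosed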
LRH-1 inv ag: LRH-1 (NR5A2) inverse agonists, primary screen, cell-based, luminescence, HEK293T, StAR-luciferase reporter | Nuclear receptor subfamily 5 group A member 2 (Homo sapiens), O00482 | LRH-1 transfected, 24 h | inhibition, % at 3.6 µM | 0.13% of 360,000 active;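 active = inhibition above the mean inhibition of all tested compounds plus 3 SD, cut at about 73% in these data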;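 note: 0% = DMSO wells and 100% = reporter-only cells lacking LRH-1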
SRC3 inh: SRC3 coactivator transcriptional activity inhibitors, primary screen, cell-based, luminescence; 0.17% of 360,000 active; HEK293 GAL4-SRC3 luciferase reporter; inhibition, % at 3.6 µM; Nuclear receptor coactivator 3 (Homo sapiens), Q9Y6Q9;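 active = inhibition above a per-campaign cutoff, the mean of all compounds plus 3 SD, cut at about 60% in these data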;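 note: 0% = DMSO-treated cells and 100% = gossypol-treated cells at 36 µM; higher means less SRC3-driven luciferase light from the GAL4 reporter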
NOD2-RIPK2 inh: NOD2-RIPK2 binding disruptors in cells, primary screen, fluorescence, CHO cells, BLA complementation; Receptor-interacting serine/threonine-protein kinase 2 (Homo sapiens), O43353; 0.38% of 360,000 active; inhibition, % at 4.98 µM; CCF4 ratio; AID 624267, 2012; in the data active = inhibition above about 21%;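 note: 0% = vehicle only and 100% = reference blocker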
SRC2 inh: inhibition of GAL4-SRC2 driven luciferase reporter, primary screen, SRC2 inhibitor project, cell-based, luminescence; Nuclear receptor coactivator 2 (Homo sapiens), Q15596; 0.17% of 370,000 active; inhibition, % at 9 µM; HEK293 GAL4-SRC2 luciferase reporter; AID 651957, 2012;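 active = inhibition above the mean inhibition of all tested compounds plus 3 SD, set per campaign, cut at about 52% in these data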;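 note: 0% = DMSO treated cells and 100% = cells given Gossypol at 36 µM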
Target sequence (Q15596 whole entry, looked up, the tested form may be a part): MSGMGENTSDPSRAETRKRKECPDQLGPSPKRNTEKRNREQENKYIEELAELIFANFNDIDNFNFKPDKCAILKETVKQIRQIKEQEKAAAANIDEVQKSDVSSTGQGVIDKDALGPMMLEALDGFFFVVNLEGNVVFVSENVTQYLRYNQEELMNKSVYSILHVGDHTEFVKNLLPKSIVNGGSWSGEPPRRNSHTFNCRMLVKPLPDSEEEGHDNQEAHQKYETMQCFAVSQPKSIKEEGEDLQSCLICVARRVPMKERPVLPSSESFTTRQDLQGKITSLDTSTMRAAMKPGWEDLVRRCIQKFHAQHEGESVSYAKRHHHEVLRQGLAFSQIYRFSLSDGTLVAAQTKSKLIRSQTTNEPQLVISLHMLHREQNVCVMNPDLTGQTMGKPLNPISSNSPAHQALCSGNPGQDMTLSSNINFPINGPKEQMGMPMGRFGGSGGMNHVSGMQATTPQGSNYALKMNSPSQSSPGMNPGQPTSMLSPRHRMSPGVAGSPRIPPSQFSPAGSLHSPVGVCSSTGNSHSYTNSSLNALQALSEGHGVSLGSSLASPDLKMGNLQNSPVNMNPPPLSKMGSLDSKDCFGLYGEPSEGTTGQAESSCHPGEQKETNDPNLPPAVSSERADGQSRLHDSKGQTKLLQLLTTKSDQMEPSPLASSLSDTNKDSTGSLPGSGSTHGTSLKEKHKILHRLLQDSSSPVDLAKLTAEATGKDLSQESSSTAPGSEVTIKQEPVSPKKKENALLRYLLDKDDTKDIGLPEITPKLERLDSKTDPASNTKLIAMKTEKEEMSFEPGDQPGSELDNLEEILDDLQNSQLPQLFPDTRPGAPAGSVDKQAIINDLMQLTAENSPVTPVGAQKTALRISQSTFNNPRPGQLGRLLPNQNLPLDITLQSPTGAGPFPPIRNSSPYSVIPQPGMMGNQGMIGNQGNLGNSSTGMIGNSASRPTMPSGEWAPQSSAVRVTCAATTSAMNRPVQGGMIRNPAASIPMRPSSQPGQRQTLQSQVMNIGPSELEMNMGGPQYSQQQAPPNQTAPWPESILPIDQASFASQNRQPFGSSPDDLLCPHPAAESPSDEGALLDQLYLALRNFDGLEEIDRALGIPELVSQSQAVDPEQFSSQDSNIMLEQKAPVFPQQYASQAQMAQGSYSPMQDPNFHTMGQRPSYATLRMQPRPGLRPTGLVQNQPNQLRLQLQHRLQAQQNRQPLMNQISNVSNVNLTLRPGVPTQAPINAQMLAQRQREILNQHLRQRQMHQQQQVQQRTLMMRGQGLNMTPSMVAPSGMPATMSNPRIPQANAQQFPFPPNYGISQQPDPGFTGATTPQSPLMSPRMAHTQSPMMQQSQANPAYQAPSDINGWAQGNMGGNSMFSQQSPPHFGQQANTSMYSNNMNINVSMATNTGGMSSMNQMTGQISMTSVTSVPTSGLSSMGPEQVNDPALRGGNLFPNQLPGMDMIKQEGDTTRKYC
TLR9-MyD88 block: inhibitors of TLR9-MyD88 association in cells, primary screen, cell-based, CHO, BLA complementation, fluorescence; Toll-like receptor 9 (Homo sapiens) + Myeloid differentiation primary response protein …; inhibition, % at 4.98 µM; CCF4 FRET ratio; 0.21% of 340,000 active;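 active = inhibition above the mean over all tested compounds plus 3 SD, cut at about 21% in these data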;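 note: 0% = DMSO only wells and 100% = clavulanate BLA inhibitor control wells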
COUP-TFII inh: NR2F2 transcriptional activity inhibitors, primary screen, cell-based, luciferase reporter, HEK293T, luminescence. inhibition, % at 8.6 µM. AID 686940, 2013. 0.7% of 370,000 active. HEK293T NGFI-A luciferase reporter;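 active = inhibition above a per-plate cutoff, mean inhibition of test wells between control levels plus 3 SD, cut at about 38% in these data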;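 note: cells cotransfected with COUP-TFII expression vector driving the NGFI-A reporter; 0% = median of COUP-TF2 test wells and 100% = reporter-only cells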
LMP1 NFkB inh: EBV LMP1-driven NF-kappaB luciferase reporter inhibitors, primary screen, cell-based, luminescence, single point. LMP1-induced NF-kappaB luciferase reporter cells. inhibition, % at 12.5 µM. 0.69% of 350,000 active. AID 504558, 2011; in the data active = inhibition above about 41%;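 note: 0% = neutral control wells and 100% = reference inhibitor control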
MC4R antagonist: MC4R antagonists of cAMP signaling, primary screen, cell-based, TR-FRET, antagonist arm of biased-ligand search | inhibition, % at 6.5 µM | 0.48% of 360,000 active | MC4R-expressing cells, MTII-stimulated cAMP, LANCE TR-FRET | AID 540295, 2011 | Melanocortin receptor 4 (Homo sapiens), P32245;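 active = inhibition above its plate's cutoff, the mean of tested wells on that plate plus 3 SD, cut at about 29% in these data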;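 note: 0% = Melanotan II alone and 100% = Melanotan II plus saturating MCL0020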
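Assay system: U2OS-MC4R stable cell line; Also added: Melanotan II; Technique: Eu-cAMP/anti-cAMP TR-FRET, emission 671 nm; Times: 30-min compound, 1-h challenge, 1-h detection, room temperature.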
NCOA1 inh: SRC1 coactivator transcriptional activity inhibitors, primary screen, cell-based, luminescence; HEK293 GAL4-SRC1 luciferase reporter; inhibition, % at 3.6 µM; 0.12% of 360,000 active;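 active = inhibition above the campaign mean plus 3 SD, with each screening campaign given its own cutoff, cut at about 60% in these data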;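 note: 0% = DMSO treated cells and 100% = gossypol at 36 µM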
MC4R ag barr: MC4R agonists recruiting beta-arrestin, primary screen, cell-based, luminescence, agonist arm of biased-ligand search. Melanocortin receptor 4 (Homo sapiens), P32245. U2OS MC4R beta-arrestin complementation; percent of melanotan II response, DMSO zero. activation, % at 8.9 µM. 0.98% of 360,000 active. AID 540308, 2011;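 active = activation above a per-plate cutoff, the mean activation of sample wells on that plate plus 3 SD, cut at about 8% in these data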
Numbers without * were called inactive; . = not tested or not shown. The list is partial; count on the stated rates, not on these rows.

SMILES	ABHD5-PLIN5 inh	LRH-1 inv ag	SRC3 inh	NOD2-RIPK2 inh	SRC2 inh	TLR9-MyD88 block	COUP-TFII inh	LMP1 NFkB inh	MC4R antagonist	NCOA1 inh	MC4R ag barr
CN(C(=O)C1CCC(=O)N(Cc2cccc(F)c2)C1)C1CCCCC1 (stereo unspecified)	2	-101	-86	2	-67	2	-54	-18	19	-77	-3.8
CCOC(=O)c1c(-c2cccs2)csc1NC(=O)CN1CC(C)OC(C)C1 (stereo unspecified)	-4	1	-10	-11	15	1	-2	5	23	0	-1.1
CC1CCCCC12NC(=O)N(CC(=O)Nc1ccccc1N1CCOCC1)C2=O (stereo unspecified)	1	-2	-11	-3	-1	-2	4	1	-2	9	3.0
Cc1ccc(C(=O)NNC(=O)c2ccc3c(c2)OCCO3)cc1	-2	-67	-50	-7	-87	6	-35	-27	0	-89	0.3
CC[C@]12c3[nH]c4ccccc4c3CCN1C(=O)C(CC(=O)NCCCn1ccnc1)C[C@@H]2C(=O)N1CCN(C(=O)c2ccco2)CC1 (stereo partly specified)	-4	-5	-6	-13	-32	7	-16	-7	6	-11	-2.9
O=C(NCc1cccnc1)c1ccc2nc([C@@H]3O[C@H](CO)[C@H](O)[C@H](O)[C@H]3O)[nH]c2c1	2	1	-8	-1	-15	.	8	.	2	-9	-1.5
COC(=O)c1c(-c2ccc(S(C)(=O)=O)cc2)sc2cc(OC)ccc12	5	-37	-69	2	-49	-3	-42	-27	1	-58	-0.2
Cc1cccc(NC(=O)c2sc(NC(=O)c3ccco3)c(C#N)c2C)c1C	-4	3	21	0	-31	5	-7	6	7	-22	0.2
O=C(CSc1cn(CC(=O)N2CCCCCC2)c2ccccc12)NCC1CCCO1 (stereo unspecified)	-3	13	7	-3	-9	5	-11	8	8	-1	-1.6
COc1cccc(NC(=O)CN(C)S(=O)(=O)c2ccc3c(c2)n(C)c(=O)c(=O)n3C)c1	0	19	-15	-7	0	0	8	5	-4	5	-0.5
Cc1cccc(CNc2ccc(C(CC(N)=O)NC(=O)c3cccc(Br)c3)cc2[N+](=O)[O-])c1 (stereo unspecified)	-11	-8	-4	5	9	-4	2	3	1	0	-1.1
COc1ccc(CN2C(=O)NC3(CCCCCC3)C2=O)cc1F	1	2	-22	-3	19	-6	7	-5	10	-10	-0.6
CCn1c(=NC(=O)c2ccc(N3C(=O)CCC3=O)cc2)sc2c(OC)ccc(OC)c21	3	10	7	5	-6	2	7	4	-68	-1	1.9
N#CCC(CNc1ncc(C(F)(F)F)cc1Cl)OC(=O)c1ccc(Cl)cc1 (stereo unspecified)	-3	15	19	-4	8	5	15	17	0	-2	0.0
COc1ccc(Cl)cc1NC(=O)C12CCC(C)(C(=O)O1)C2(C)C (stereo unspecified)	-7	14	2	-8	-3	-15	-2	-1	3	2	-2.0

8 compounds out of the list, arranged by molar mass, smallest number first.
SMILES	ABHD5-PLIN5 inh	LRH-1 inv ag	SRC3 inh	NOD2-RIPK2 inh	SRC2 inh	TLR9-MyD88 block	COUP-TFII inh	LMP1 NFkB inh	MC4R antagonist	NCOA1 inh	MC4R ag barr
Cc1ccc(C(=O)NNC(=O)c2ccc3c(c2)OCCO3)cc1	-2	-67	-50	-7	-87	6	-35	-27	0	-89	0.3
CN(C(=O)C1CCC(=O)N(Cc2cccc(F)c2)C1)C1CCCCC1 (stereo unspecified)	2	-101	-86	2	-67	2	-54	-18	19	-77	-3.8
COC(=O)c1c(-c2ccc(S(C)(=O)=O)cc2)sc2cc(OC)ccc12	5	-37	-69	2	-49	-3	-42	-27	1	-58	-0.2
CC1CCCCC12NC(=O)N(CC(=O)Nc1ccccc1N1CCOCC1)C2=O (stereo unspecified)	1	-2	-11	-3	-1	-2	4	1	-2	9	3.0
CCn1c(=NC(=O)c2ccc(N3C(=O)CCC3=O)cc2)sc2c(OC)ccc(OC)c21	3	10	7	5	-6	2	7	4	-68	-1	1.9
COc1cccc(NC(=O)CN(C)S(=O)(=O)c2ccc3c(c2)n(C)c(=O)c(=O)n3C)c1	0	19	-15	-7	0	0	8	5	-4	5	-0.5
Cc1cccc(CNc2ccc(C(CC(N)=O)NC(=O)c3cccc(Br)c3)cc2[N+](=O)[O-])c1 (stereo unspecified)	-11	-8	-4	5	9	-4	2	3	1	0	-1.1
CC[C@]12c3[nH]c4ccccc4c3CCN1C(=O)C(CC(=O)NCCCn1ccnc1)C[C@@H]2C(=O)N1CCN(C(=O)c2ccco2)CC1 (stereo partly specified)	-4	-5	-6	-13	-32	7	-16	-7	6	-11	-2.9

More records.
SMILES	ABHD5-PLIN5 inh	LRH-1 inv ag	SRC3 inh	NOD2-RIPK2 inh	SRC2 inh	TLR9-MyD88 block	COUP-TFII inh	LMP1 NFkB inh	MC4R antagonist	NCOA1 inh	MC4R ag barr
COc1ccc(Cc2nc3ccc(C(=O)NCc4cc(C)no4)cc3o2)cc1OC	1	5	-18	2	3	2	5	0	8	-18	-1.8
CCc1cccc2c(C(=O)CN3C(=O)NC4(CCc5ccccc54)C3=O)c[nH]c12 (stereo unspecified)	0	-1	-5	3	-7	0	-8	-101	0	-31	-2.0
O=C(NN/C(=N/S(=O)(=O)c1ccc(Cl)cc1)c1ccccc1)c1ccc(O)cc1	2	-62	-70	7	-68	7	-22	1	-1	-67	0.2
CC(=O)Nc1ccc(S(=O)(=O)NC(CSc2ccc(C(=O)O)cc2[N+](=O)[O-])C(=O)O)cc1 (stereo unspecified)	1	3	14	-2	-17	2	4	-2	22	13	-0.1
CN(CC(=O)OCC(=O)NCC(F)(F)F)S(=O)(=O)c1ccc(Cl)cc1	3	-1	-3	0	28	2	14	3	25	3	1.0
C/C(=N\O)C1(C)N(O)C(C)(C)C(c2ccc(F)cc2)=[N+]1[O-] (stereo unspecified)	-4	-4	3	3	3	-1	-5	-2	1	4	-0.7
Cc1ccc(C)c(-n2c(CNC(=O)c3ccco3)nnc2SCC(=O)N2CCc3ccccc32)c1	3	3	-1	5	15	-9	0	-5	20	6	1.2
CCOc1ccc(C(=O)NC(=S)N2CCN(c3ccc(C(F)(F)F)cc3[N+](=O)[O-])CC2)cc1	3	-19	13	-3	-10	8	-24	1	5	-20	-1.3
CSc1ncc(CN2CCN(CC=C(C)C)C(CCO)C2)cn1 (stereo unspecified)	-9	-6	0	-3	-6	1	11	6	-1	9	-2.2
CCOC(=O)c1cnc(-c2ccccc2)nc1Oc1cccc(Cl)c1	7	-24	-4	-2	-11	-5	12	-6	1	-6	-0.8
COCCN(C(=O)COC(=O)C12CC3CC(CC(Cl)(C3)C1)C2)c1c(N)n(Cc2ccccc2)c(=O)[nH]c1=O	1	-5	-2	-5	-35	4	29	3	11	-9	0.7
CC(=O)c1ccc(NC(=O)c2noc(C(C)C)c2[N+](=O)[O-])cc1	-4	-53	-9	-6	3	-2	-30	-23	19	-12	1.3
O=[N+]([O-])c1cc(-c2ccc(C(=S)N3CCOCC3)o2)ccc1Cl	-35	-17	-12	1	-11	-12	-2	-13	-4	-27	-2.9
O=C(/C=C/c1ccccc1)OCC(=O)c1ccc[nH]1	-5	13	-12	-6	-12	-7	-5	-7	3	-45	-1.1
O=C(CSc1nnc(-c2cccs2)n1Cc1ccccc1)N1CCc2ccccc2C1	4	-19	3	9	-8	0	6	-9	5	-22	-1.6
CCOc1cccc(NC(=O)c2cnccc2C(F)(F)F)c1	1	15	13	-17	0	-9	0	-6	6	-1	0.5
CCCCCC(=O)NC(Cc1ccc(OC)c([N+](=O)[O-])c1)C(=O)O (stereo unspecified)	0	-12	11	-4	-1	1	-6	9	0	6	-1.2
Cc1oc(-c2ccccc2F)nc1CS(=O)CC(=O)NCc1ccc(Cl)cc1 (stereo unspecified)	-1	6	7	9	7	2	14	-9	-2	-9	-1.3
Cc1ccccc1-c1n[nH]nc1C1=CC(=O)C[C@H](c2ccc(F)cc2)C1	0	-10	5	0	31	11	8	12	7	-13	1.7
CN1CCN(NC(=O)c2cc(-c3cccc(Cl)c3)nc3ccccc23)CC1	17	13	7	5	-9	9	0	-7	0	-14	-1.2
COc1ccc(-c2cc(C(F)(F)F)nc(SCCC(=O)Nc3cc(C)on3)n2)cc1	-1	4	-6	1	-15	3	0	12	10	-27	-0.3
COc1ccc(CC(=O)OCC(=O)Nc2c(C)n(C)n(-c3ccccc3)c2=O)cc1OC	1	4	1	6	26	-1	-6	-2	5	-17	-2.1
CN(CC(=O)Nc1ccc(F)cc1)C(=O)c1ccc(-c2ccc(F)cc2)o1	-2	-11	-7	-3	19	-10	1	-2	2	-4	2.5
O=S(=O)(NC1CC1)c1ccc(S(=O)(=O)N(Cc2ccccn2)C2CC2)cc1	-1	12	6	-1	5	-2	14	-5	11	-3	0.1
O=C(NCc1ccccc1)C12CN(Cc3ccccc3)CC1C(c1cccc([N+](=O)[O-])c1)=NO2 (stereo unspecified)	-5	1	-5	-4	6	-3	7	7	0	1	0.2
COc1ccc(-c2ccc3[nH]c4c(c3c2)CCN2C(=O)[C@@H]([C@H](C)O)[C@@H](N(C)C(=O)Nc3ccc(F)cc3)C[C@@H]42)cc1	7	3	-2	1	-3	4	-15	-5	12	10	-0.6
Cc1c(OCC(=O)N2CCC(C(=O)NCCCC(=O)O)CC2)ccc2c1oc(=O)c1ccccc12	6	-16	14	-6	-7	-10	-5	-2	10	-1	-2.7
CSc1cccc(-c2nnc(NC(=O)c3cccc(N4C(=O)CCC4=O)c3)o2)c1	-13	2	-10	-2	-10	2	-25	-4	1	14	-1.7
C=CC1=CCN(S(=O)(=O)C(C)(C)C)[C@H]1CCO	0	3	10	0	-5	-10	13	-1	8	-11	-0.5
